Growth percent in the NCI-60 one-dose screen (48 h, 10 µM unless noted): 100 = growth as untreated, 0 = no growth, -100 = all killed.
COLO 205: COLO 205 colon cancer; AID 1794742; 7.3% of 79,000 active
NCI-H226: NCI-H226 lung cancer | 3.5% of 79,000 active
NCI-H322M: NCI-H322M lung cancer. AID 1794733. 2.7% of 80,000 active
RXF 393: RXF 393 renal cancer cells | 6.9% of 77,000 active | AID 1794773
NCI-H460: NCI-H460 lung cancer; 6.8% of 82,000 active
HT29: HT29 colon cancer; 7.4% of 81,000 active
NCI-H23: NCI-H23 lung cancer. 4% of 80,000 active
A498: A498 renal cancer cells | 5.4% of 76,000 active | AID 1794774
NCI-H522: NCI-H522 lung cancer; 8% of 78,000 active; AID 1794739
Starred values were filed as active, the others as inactive; . = not tested or not shown. Rule for the calls: active = growth percent below 10; inactive = the rest.

mol	COLO 205	NCI-H226	NCI-H322M	RXF 393	NCI-H460	HT29	NCI-H23	A498	NCI-H522
COc1ccc(-c2nc3cc(OC)cc(OC)c3c3c2c(=O)n(C)c(=O)n3C)cc1	110	102	99	.	109	106	100	80	94
Oc1ccc(C(c2ccc(O)cc2)c2ccc(Br)cn2)cc1	1.1*	-14*	-27*	-22*	107	70	-18*	.	43
Cc1ccc(-c2cc(-c3ccc(Cl)cc3)nc(NC(=O)c3ccncc3)n2)cc1	100	88	93	79	101	95	92	76	82
O=S(Nc1ccccc1)c1ccc(Cl)cc1 (stereo unspecified)	102	100	104	99	95	102	105	96	83
Cn1c(=O)c2c(nc(Cc3ccccc3)n2CCO)n(C)c1=O	117	116	115	123	.	111	109	.	103
O=C(O)CNC(=O)CNC(=O)c1ccccc1	107	108	103	129	112	114	112	99	102
Clc1nn2c(Cn3cnc4c(Nc5ccccc5)ncnc43)nnc2c2ccccc12	102	83	82	77	90	95	90	89	84
CC1(C)NCCC[C@]2(C)[C@H]3CC[C@@H]4[C@H]5[C@H](C(=O)/C=C/c6ccccn6)CC[C@]5(CO)CC[C@@]4(C)[C@]3(C)CC[C@@H]12	-74*	85	86	57	25	-13*	73	84	54
O=S(=O)(Nc1ncccn1)c1ccc(Nc2ccc3nnc(-c4ccncc4)n3n2)cc1	107	.	112	118	96	116	100	87	113
O=c1oc2ccc(Cl)cc2c(=O)n1-c1ccc(I)cc1F	53	.	6.4*	-5.5*	2.3*	34	2.3*	-75*	-15*
CC(O)Cc1cccs1 (stereo unspecified)	106	99	108	111	110	113	117	.	103
C=CCNC(N)=O	118	100	88	101	96	97	110	91	86
COc1ccc(C(=O)CCC(=O)O)cc1OC	115	97	102	97	109	101	102	90	114
CC(=O)c1ccc(NC(=O)CSc2nnc(C(C)c3ccc(CC(C)C)cc3)o2)cc1 (stereo unspecified)	110	96	101	100	101	96	90	94	87
O=C1CCC(On2nnc3ccccc32)N1 (stereo unspecified)	110	105	99	114	114	103	93	.	91
O=C1C(C2SC(=S)N(C3CC3)C2=O)SC(=S)N1C1CC1 (stereo unspecified)	117	101	93	92	102	107	95	102	90
Cc1ccc(C(=O)NN2C(=O)/C(=C/C=C/c3ccco3)SC2=S)cc1	126	96	85	131	88	110	97	.	83

Complete entries as entered above. Screens in order: COLO 205 | NCI-H226 | NCI-H322M | RXF 393 | NCI-H460 | HT29 | NCI-H23 | A498 | NCI-H522
C=CCNC(N)=O in the list: 118 | 100 | 88 | 101 | 96 | 97 | 110 | 91 | 86
COc1ccc(-c2nc3cc(OC)cc(OC)c3c3c2c(=O)n(C)c(=O)n3C)cc1 in the list: 110 | 102 | 99 | . | 109 | 106 | 100 | 80 | 94
CC1(C)NCCC[C@]2(C)[C@H]3CC[C@@H]4[C@H]5[C@H](C(=O)/C=C/c6ccccn6)CC[C@]5(CO)CC[C@@]4(C)[C@]3(C)CC[C@@H]12 in the list: -74* | 85 | 86 | 57 | 25 | -13* | 73 | 84 | 54
CC(=O)c1ccc(NC(=O)CSc2nnc(C(C)c3ccc(CC(C)C)cc3)o2)cc1 (stereo unspecified) in the list: 110 | 96 | 101 | 100 | 101 | 96 | 90 | 94 | 87
Cc1ccc(C(=O)NN2C(=O)/C(=C/C=C/c3ccco3)SC2=S)cc1 in the list: 126 | 96 | 85 | 131 | 88 | 110 | 97 | . | 83

Rewritten with values under each structure: entries from further up.
Each structure is followed by: COLO 205 | NCI-H226 | NCI-H322M | RXF 393 | NCI-H460 | HT29 | NCI-H23 | A498 | NCI-H522
CC(=O)c1ccc(NC(=O)CSc2nnc(C(C)c3ccc(CC(C)C)cc3)o2)cc1 (stereo unspecified)
→ 110 | 96 | 101 | 100 | 101 | 96 | 90 | 94 | 87
O=C1CCC(On2nnc3ccccc32)N1 (stereo unspecified)
→ 110 | 105 | 99 | 114 | 114 | 103 | 93 | . | 91
